Source: PubChem BioAssay (National Center for Advancing Translational Sciences (NCATS))
Pol beta inh = qHTS Assay for Inhibitors of DNA Polymerase Beta; P06746; Pol beta primer extension/strand displacement, fluorescence kinetic; Potency, µM (series often up to 114 µM), inactives show at the top dose activity change, negative = inhibition, most hits filed as inhibitors; hit rate 1.3% among 340,000; AID 485314, 2010; further: potency means the concentration at half of the fitted maximal effect; on the % scale 0 is the no-effect control and ±100 the full control effect
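Enzyme-only controls used 10 nM Pol beta; buffer lacking enzyme served as negative control. Compound preincubated 15 min, then 50 nM substrate added; 0 and 10 min reads at room temperature.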
Apoferritin bind = qHTS Assay for Identification of Novel General Anesthetics; apoferritin/1-aminoanthracene competitive binding, fluorescence; Ferritin light chain (Equus caballus), P02791; Potency, µM (titrated, usually from 77.5 µM), inactives show at the top dose activity change, negative = displacement, most hits filed as inhibitors; hit rate 0.074% among 350,000; AID 485281, 2010; further: potency means the concentration at half of the fitted maximal effect; on the % scale 0 is the no-effect control and ±100 the full control effect; nearly all actives have a fitted effect of over 20% in size
Target sequence (P02791 2-175 limits assumed): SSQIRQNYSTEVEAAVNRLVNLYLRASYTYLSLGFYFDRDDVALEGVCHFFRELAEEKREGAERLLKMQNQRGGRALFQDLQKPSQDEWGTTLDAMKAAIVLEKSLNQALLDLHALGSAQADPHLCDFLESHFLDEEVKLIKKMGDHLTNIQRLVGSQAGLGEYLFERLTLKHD
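Apoferritin-based anesthetic binding model; compound displacement of fluorescent 1-AMA measured as endpoint fluorescence after 10 minutes at room temperature, scaled to free-ligand and complex controls.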
BLM inh = qHTS Assay for Inhibitors of Bloom's syndrome helicase (BLM); Potency, µM (top dose mostly 56.1 µM), without a hit: top-dose activity change, negative = inhibition, actives largely listed as inhibitors; RecQ-like DNA helicase BLM (Homo sapiens), P54132; recombinant BLM DNA unwinding, fluorescence dequenching; hit rate 0.2% among 350,000; AID 2528, 2010;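 further: potency means the concentration at half of the fitted maximal effect; plate controls were vehicle for no effect and no enzyme for full effect; nearly all actives have a fitted effect of over 35% in size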
Pol eta inh = qHTS for Inhibitors of Polymerase Eta. DNA polymerase eta (Homo sapiens), Q9Y253. recombinant Pol eta, fluorescent DNA replication assay. Potency, µM (doses to about 114 µM), inactives show at the top dose activity change, negative = inhibition, most hits filed as inhibitors. hit rate 1.2% among 390,000; further: potency means the concentration at half of the fitted maximal effect; on the % scale 0 is the no-effect control and ±100 the full control effect
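Pol eta at 10 nM preincubated with compounds 15 min at room temperature; reaction started with fluorescent substrate (50 nM final) and read kinetically at 0 and 10 min.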
Tb PGK inh = qHTS Assay to Find Inhibitors of Phosphoglycerate Kinase; hit rate 0.043% among 380,000; Potency, µM (top dose mostly 57.5 µM), for inactives: top-dose activity change, negative = inhibition, actives largely listed as inhibitors; PGK/GAPDH coupled, Kinase-Glo luminescence, 60 min; further: potency means the concentration at half of the fitted maximal effect; on the % scale 0 is the no-effect control and ±100 the full control effect; nearly all actives have a fitted effect of over 60% in size
Target sequence (P07378 whole entry, looked up): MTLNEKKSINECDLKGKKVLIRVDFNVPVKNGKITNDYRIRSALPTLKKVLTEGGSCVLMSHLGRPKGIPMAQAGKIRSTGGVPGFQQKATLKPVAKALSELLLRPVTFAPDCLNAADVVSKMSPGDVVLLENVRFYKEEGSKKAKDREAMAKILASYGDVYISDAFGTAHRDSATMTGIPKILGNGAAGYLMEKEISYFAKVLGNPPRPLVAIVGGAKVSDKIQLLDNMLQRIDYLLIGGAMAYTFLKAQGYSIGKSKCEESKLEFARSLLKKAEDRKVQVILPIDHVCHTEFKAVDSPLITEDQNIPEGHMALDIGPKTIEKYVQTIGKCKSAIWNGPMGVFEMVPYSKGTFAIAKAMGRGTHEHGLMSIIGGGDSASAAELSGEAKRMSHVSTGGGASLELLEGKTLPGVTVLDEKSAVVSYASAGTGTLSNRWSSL
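Recombinant glycosomal PGK reaction used 1,3-bisphosphoglycerate generated in-well by GAPDH (100nM final) in 100mM TEA pH 7.6, 5mM MgCl2, 0.01% Tween-20. After 60 minutes at room temperature, ATP was read by Kinase-Glo Plus luminescence end-point.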
POLK inh = qHTS for Inhibitors of Polymerase Kappa; purified Pol kappa, fluorescent DNA synthesis assay, 10 min; Potency, µM (titrated, usually from 107 µM), for the others: at the top dose activity, negative = inhibition, hits mostly inhibitors; DNA polymerase kappa (Homo sapiens), Q9UBT6; hit rate 0.53% among 400,000; further: potency means the concentration at half of the fitted maximal effect; on the % scale 0 is the no-effect control and ±100 the full control effect
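Pol kappa 10 nM + cpd, 15 min RT; start w/ substrate 50 nM final; fluorescence kinetic read, 0 and 10 min. Neg ctrl: buffer, no enzyme.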
APEX1 inh = qHTS Assay for Inhibitors of the Human Apurinic/apyrimidinic Endonuclease 1 (APE1); recombinant APE1, TAMRA/BHQ-2 abasic DNA cleavage fluorescence; Potency, µM (highest dose often 65.8 µM), for the others: at the top dose activity change, negative = inhibition, actives largely listed as inhibitors; hit rate 0.35% among 350,000; AID 2517, 2012;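 further: potency means the concentration at half of the fitted maximal effect; plate controls were vehicle for no effect and reference inhibitor for full effect; nearly all actives have a fitted effect of over 55% in size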
Target sequence (P27695 whole entry, looked up): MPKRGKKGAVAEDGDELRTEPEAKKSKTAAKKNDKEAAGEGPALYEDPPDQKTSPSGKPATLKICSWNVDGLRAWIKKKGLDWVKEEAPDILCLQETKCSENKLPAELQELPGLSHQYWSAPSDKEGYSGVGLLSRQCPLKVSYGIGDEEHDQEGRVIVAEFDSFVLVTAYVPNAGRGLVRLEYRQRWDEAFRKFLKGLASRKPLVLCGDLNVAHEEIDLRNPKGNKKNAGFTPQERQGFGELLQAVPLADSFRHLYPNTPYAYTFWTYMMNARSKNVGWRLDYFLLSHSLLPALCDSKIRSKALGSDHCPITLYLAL
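Kinetic fluorescence read (525 ex/598 em nm, three reads 60 s apart) of AP-site incision; signal = third minus first read. Enzyme 0.75 nM, dual-labelled THF duplex 50 nM, compound preincubation 15 min RT.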
Pol iota inh = qHTS for Inhibitors of Polymerase Iota | DNA polymerase iota (Homo sapiens), Q9UNA4 | Pol iota fluorescent replication assay, 10 min | Potency, µM (titrated, usually from 115 µM), for the others: top-dose activity, negative = inhibition, most hits filed as inhibitors | hit rate 1% among 390,000 | AID 588590, 2011; further: potency means the concentration at half of the fitted maximal effect
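Pol iota at 10 nM preincubated 15 min with compounds at room temperature; reaction started with fluorescent substrate, 50 nM final. Fluorescence read kinetically at 0 and 10 min; buffer-only wells as negative control.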
RXFP1 antagonist = qHTS Assay for Antagonists of the Relaxin Receptor RXFP1; Relaxin receptor 1 (Homo sapiens), Q9HBX9; HEK293-RXFP1, relaxin-stimulated cAMP HTRF, 30 min; stronger effect = lower value; activity change, negative = inhibition, % at 57.5 µM; hit rate 0.59% among 350,000; AID 1259400, 2018;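 active means activity change of -60% or lower, but not beyond a set lower limit; inconclusive means change between -60% and -40%, or beyond the set limit; inactive means change above -40%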; further: on the % scale 0 is the no-effect control and ±100 the full control effect
* marks the source's active call; other numbers are inactive results; i = inactive; ? = inconclusive; · = no result given; [ ] = another dose, or the depositor's remark. Unless noted, the call rests on the fitted dose curve; in most records, active means well fitted curve in the direction sought with a large enough effect; inconclusive means small, poorly fitted or top-dose-only effect, or another doubt; inactive means no such curve, though single readings can be large; an effect the other way counts as inactive or inconclusive. Not all compounds are listed; rates above refer to the full screens.

canonical_smiles | Pol beta inh | Apoferritin bind | BLM inh | Pol eta inh | Tb PGK inh | POLK inh | APEX1 inh | Pol iota inh | RXFP1 antagonist
Cc1ccn(CCNC(=O)C2CCC(=O)N(CCc3ccc(Cl)cc3)C2)n1 (stereo not given) | 6% | -4% | 1% | -17% | 4% | -5% | -5% | 25% | -8
CCC(C)[C@@H](N)C(=O)N/N=C/c1ccc2ncccc2c1 (stereo not given in full) | 1% | 2% | -9% | -9% | i | -7% | 2% | 34%[activator] | 13
COc1cc([N+](=O)[O-])ccc1NC(=O)COC(=O)c1ccc(NC(N)=O)cc1 | ? | 8% | -26% | ? | -2% | -8% | -3% | -18% | 9
CCOc1ccc(CN2CCN(Cc3cccn3-c3nccs3)CC2CCO)cc1 (stereo not given) | 6% | 4% | -2% | -3% | 1% | -19% | 1% | 14% | 0
Cc1ccc(-c2noc(C(C)NC(=O)c3ccco3)n2)cc1 (stereo not given) | 1% | -5% | -2% | -8% | -8% | -23% | · | 11% | ·
NS(=O)(=O)c1ccccc1NC(=O)c1c(O)c2ccccc2[nH]c1=O | -7% | 11% | 2% | -22% | -10% | 1% | 38% | 187%[activator] | 9
CCOC(=O)c1[nH]c2ccccc2c1NC(=O)c1cc(OCC)c(OCC)c(OCC)c1 | -19% | 3% | -5% | -11% | -3% | 4% | · | 0% | ·
Cc1cccc2cc(C(c3nnnn3C3CCCC3)N3CCOCC3)c(=O)[nH]c12 (stereo not given) | 37% | -9% | 1% | -7% | -9% | 5% | 0% | 11% | -3
CCC(=O)c1ccc(OC(=O)C2CCN(C3=NS(=O)(=O)c4ccccc43)CC2)cc1 | · | · | · | 3% | 4% | -13% | 20% | 21% | -3
CCOc1ccc(CCN2C(=S)N([C@@H](CC(C)C)CN3CCCC3CN3C(=S)NC[C@@H]3Cc3ccc(O)cc3)C[C@@H]2CC(C)C)cc1 (stereo not given in full) | · | · | · | -12% | i | -4% | · | 1% | ·
CC(=O)Nc1c(C)nn(-c2ccccc2)c1N1CCC(C(=O)NCc2cccc(Cl)c2)CC1 | 3% | 3% | -5% | -7% | -6% | -4%[60.1 µM] | · | 30%[activator] | -9
O=C(CSc1nnc(C2COc3ccccc3O2)o1)N1CCCCC1 (stereo not given) | 34% | ? | -2% | 1% | -6% | -5% | -3% | -5% | ·
O=C(Nc1nccs1)C1CC(=O)N(Cc2ccco2)C1 (stereo not given) | -3% | -2% | -3% | -15% | -1% | -27% | 3% | 9% | -8
COc1ccc(-n2nc(C(=O)N3CCCC(C)C3)c3c4ccccc4n(C)c3c2=O)cc1Cl (stereo not given) | 1% | -10% | -11% | -17% | 10% | -2% | · | 29% | -12
c1ccc(-c2cc(N3CCOCC3)nc(-c3ccccc3)n2)cc1 | 24% | -8% | -2% | -17% | -9% | -7%[60.1 µM] | 1% | ? | -5
COc1ccccc1CCNC(=O)C(=O)c1cn(CC(=O)N2CCCC2)c2ccccc12 | 24% | -22% | -2% | -12% | -6% | -4% | 5% | -13% | -15
CCOC(=O)c1sc2ccccc2c1S(=O)(=O)Nc1cccc(C(F)(F)F)c1 | 6% | -7% | -6% | -20% | 8% | -2% | · | 5% | -2
O=C1c2ccccc2-c2c1cccc2C(=O)N1CCCCCC1 | 16% | -16% | -6% | -14% | i | 1% | 3% | ? | -10
CCOc1ccc(S(=O)(=O)N2CCC(C(=O)NCc3ccncc3)CC2)cc1C | -13% | 3% | 1% | -6% | 6% | 3% | 7% | 95%[activator] | -3
Cc1cccc(C(=O)OCc2cc(=O)n3nc(-c4cccs4)sc3n2)c1 | 20µM* | -13% | -17% | ? | -4% | ? | · | 89µM* | ·
CC(C)CN=C(NS(=O)(=O)c1ccccc1)C(Cl)(Cl)Cl | 10% | 4% | 0% | -19% | -11% | 5% | -4% | -11% | -26
Cc1cccc(-n2c(SCC(=O)Nc3nonc3C)nnc2-c2ccoc2C)c1 | 9% | ? | 1% | 0% | -2% | -1% | -2% | 0% | 1
COc1cc2c(cc1OC)C(C)N(C(=O)c1cccs1)CC2 (stereo not given) | 15% | -5% | -6% | -22% | -4% | -7% | 1% | 186%[activator] | 5
C[C@@H]1NC(=O)[C@H](CCCN=C(N)N)NC(=O)c2cc([N+](=O)[O-])cc(I)c2OCC[C@@H](C(=O)NC(CC(=O)O)C(N)=O)NC1=O (stereo not given in full) | -12% | -5% | -4% | · | · | · | -3% | · | ·

Look-ups from the entries so far.
In Pol beta inh, `c1ccc(-c2cc(N3CCOCC3)nc(-c3ccccc3)n2)cc1` has the entry 24%
In Pol iota inh, `COc1ccc(-n2nc(C(=O)N3CCCC(C)C3)c3c4ccccc4n(C)c3c2=O)cc1Cl` (stereo not given) has the entry 29%
In Apoferritin bind, `CCOc1ccc(S(=O)(=O)N2CCC(C(=O)NCc3ccncc3)CC2)cc1C` has the entry 3%

Some of these compounds in order of length of the SMILES, rising.
canonical_smiles | Pol beta inh | Apoferritin bind | BLM inh | Pol eta inh | Tb PGK inh | POLK inh | APEX1 inh | Pol iota inh | RXFP1 antagonist
c1ccc(-c2cc(N3CCOCC3)nc(-c3ccccc3)n2)cc1 | 24% | -8% | -2% | -17% | -9% | -7%[60.1 µM] | 1% | ? | -5
Cc1cccc(-n2c(SCC(=O)Nc3nonc3C)nnc2-c2ccoc2C)c1 | 9% | ? | 1% | 0% | -2% | -1% | -2% | 0% | 1
CCOc1ccc(S(=O)(=O)N2CCC(C(=O)NCc3ccncc3)CC2)cc1C | -13% | 3% | 1% | -6% | 6% | 3% | 7% | 95%[activator] | -3

Carrying on.
canonical_smiles | Pol beta inh | Apoferritin bind | BLM inh | Pol eta inh | Tb PGK inh | POLK inh | APEX1 inh | Pol iota inh | RXFP1 antagonist
O=C(Cn1c(=O)n(Cc2ccccc2)c(=O)c2sc3ccccc3c21)Nc1ccc(F)cc1 | ? | 0% | -19% | 1% | -1% | -7% | · | 3% | ·
O=C(CSC1=Nc2ccccc2N=C(c2ccc(F)cc2)C1)NCc1ccccc1 | -5% | 2% | -2% | -17% | 7% | -14%[60.1 µM] | · | 6% | ·
CC(=O)c1cc(CN2CCCCC2)cc(OC(C)C)c1 | 6% | -11% | -9% | -15% | · | -1% | 10% | -7% | -5
CCNC(=O)c1sccc1-n1cccc1 | 0% | -8% | -2% | -13% | -7% | 7% | 3% | -3% | 0
C=CCSc1ncc(C#N)c(N)n1 | 29% | -11% | -12% | -17% | 12% | -23% | 12% | 12% | 5
CCOc1ccc(-c2nc(CCl)cs2)cc1OC | 0% | -9% | -3% | -14% | -3% | -1% | 9% | 151%[activator] | -8
Nc1nonc1-n1nnc(C(=O)N/N=C/C=C/c2ccccc2)c1CSC1=NCCS1 | 11% | -7% | -9% | -8% | 5% | -13% | ? | 81%[activator] | -13
Cc1ccc(CS(=O)Cc2ccc(C(=O)NCc3ccc4c(c3)OCO4)o2)cc1 (stereo not given) | 43% | -15% | 0% | -25% | -3% | 2% | 29% | 39%[activator] | -9
COc1ccc(C2(N3CCN(c4cc(C)ccc4C)CC3)C(=O)c3ccccc3C2=O)cc1 | 20% | -14% | -8% | -10% | 2% | 11% | · | 23% | -12
COc1ccc(NC(=O)c2cccc(NC(=O)c3ccccc3)c2)cc1 | -6% | -19% | -8% | -4% | 4% | -11% | 30% | -14% | 2
Cc1c(C)c2cc(Cl)c(OCc3nn[nH]n3)cc2oc1=O | 0% | -8% | 0% | 1% | i | -7% | 4% | -1% | -7
Cc1ccc(-n2nc3c(c2NC(=O)c2ccc4c(c2)OCO4)CS(=O)C3)cc1 (stereo not given) | 21% | -9% | 1% | -6% | -4% | -2% | 0% | 68%[activator] | 3
CCc1sc(C(=O)NC2CCN(C)CC2)cc1Br | 4% | 3% | -8% | -10% | i | -1% | 4% | 8% | -14
COc1ccccc1N1CCN(C(=O)c2ccc3c(c2)CCN3S(C)(=O)=O)CC1 | 5% | -13% | -4% | -19% | -3% | 1% | 0% | -7% | -17
CCOc1ccc(C(=O)CCC(=O)O)cc1 | 45% | -3% | 2% | -8% | -1% | -2% | 2% | -3% | -17
CCCOc1cccc(-c2cc(C(=O)NNC(=S)NCC)c3ccccc3n2)c1 | 5% | ? | -9% | -27% | 17% | -11% | -11% | 20% | -3
FC(F)(F)c1cccc(Sc2cc(C(F)(F)F)nc(-c3ccccn3)n2)c1 | -9% | -13% | 4% | -17% | -5% | -10% | ? | -8% | -9
C[C@]12c3[nH]c4cc(-c5ccco5)ccc4c3CCN1C(=O)[C@@H](CC(=O)NCCc1ccccn1)C[C@@H]2C(=O)N1CCOCC1 | · | · | · | -18% | 8% | 2% | -9% | -1% | ·
COc1ccccc1NS(=O)(=O)c1ccc(N/N=C/c2ccccc2OCC(=O)O)c([N+](=O)[O-])c1 | -9% | -24% | -10% | ? | -4% | -20% | ? | ? | -6

Results in Pol iota inh, Pol beta inh and Apoferritin bind (3 entries from above):
mol | Pol iota inh | Pol beta inh | Apoferritin bind
CCCOc1cccc(-c2cc(C(=O)NNC(=S)NCC)c3ccccc3n2)c1 | 20% | 5% | ?
FC(F)(F)c1cccc(Sc2cc(C(F)(F)F)nc(-c3ccccn3)n2)c1 | -8% | -9% | -13%
C[C@]12c3[nH]c4cc(-c5ccco5)ccc4c3CCN1C(=O)[C@@H](CC(=O)NCCc1ccccn1)C[C@@H]2C(=O)N1CCOCC1 | -1% | · | ·
